MBNL1-CUG inh: inhibitors of human MBNL1 binding to CUG repeat RNA | Q9NR56 | hit rate 0.036% among 280,000 | TR-FRET MBNL1-His/biotin-(CUG)12 binding, 665/545 ratio | Potency, µM (top dose mostly 57.5 µM), for the others: top-dose activity change, negative = inhibition, actives largely listed as inhibitors; active = well fitted inhibition curve with a large enough effect in the signal ratio, with a control signal flat, not every such curve was filed as active; inconclusive = small, poorly fitted or top-dose-only effect, or effect the other way, or a change in a side signal; inactive = no such curve, though single readings can be large or run the other way; the % refers to the signal ratio; also: % is scaled to controls: 0 for no effect and ±100 for the full control effect
Target sequence (Q9NR56 whole entry, looked up): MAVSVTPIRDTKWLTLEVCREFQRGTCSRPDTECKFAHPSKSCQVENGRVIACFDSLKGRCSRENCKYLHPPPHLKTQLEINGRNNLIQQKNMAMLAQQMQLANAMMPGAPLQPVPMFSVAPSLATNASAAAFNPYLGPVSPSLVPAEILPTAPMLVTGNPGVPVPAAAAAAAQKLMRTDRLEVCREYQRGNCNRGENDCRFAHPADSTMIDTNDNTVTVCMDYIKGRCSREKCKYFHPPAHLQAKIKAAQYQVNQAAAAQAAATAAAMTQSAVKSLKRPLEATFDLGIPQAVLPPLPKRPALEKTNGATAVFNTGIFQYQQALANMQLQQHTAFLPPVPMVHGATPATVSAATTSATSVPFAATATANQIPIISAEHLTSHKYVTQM
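His-tagged MBNL1 binding to biotinylated (CUG)12 RNA was measured by TR-FRET using terbium anti-His antibody (0.055 ng/ul final) and streptavidin-XL665 (5 nM final). Compounds were titrated 92 nM to 58 uM; 60 min at room temperature.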
FLuc counter: counter-screen for miR-21 project: firefly luciferase inhibitors or activators; P08659; Potency, µM (highest dose often 57.5 µM), for the others: at the highest dose activity change, negative = inhibition, usual class: inhibitors; hit rate 6.9% among 360,000; purified FLuc, Km substrates, luminescence inhibition;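 also: plate controls were vehicle for no effect and reference inhibitor for full effect; nearly all actives have a fitted effect of over 55% in size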
Target sequence (P08659 whole entry, looked up): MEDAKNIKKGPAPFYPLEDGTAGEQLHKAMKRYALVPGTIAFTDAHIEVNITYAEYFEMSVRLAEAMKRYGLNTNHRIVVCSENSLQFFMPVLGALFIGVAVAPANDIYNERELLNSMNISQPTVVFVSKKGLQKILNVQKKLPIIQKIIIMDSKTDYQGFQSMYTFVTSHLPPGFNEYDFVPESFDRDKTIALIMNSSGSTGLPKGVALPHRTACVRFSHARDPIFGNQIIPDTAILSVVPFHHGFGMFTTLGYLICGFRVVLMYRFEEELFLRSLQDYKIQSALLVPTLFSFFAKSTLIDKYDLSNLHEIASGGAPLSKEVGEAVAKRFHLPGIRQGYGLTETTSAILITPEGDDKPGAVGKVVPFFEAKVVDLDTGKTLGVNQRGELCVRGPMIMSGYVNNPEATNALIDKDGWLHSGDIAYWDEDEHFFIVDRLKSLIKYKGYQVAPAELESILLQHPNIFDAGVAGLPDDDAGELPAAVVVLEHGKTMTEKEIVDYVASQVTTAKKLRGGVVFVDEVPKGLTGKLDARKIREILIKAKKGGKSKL
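Biochemical qHTS of compounds, final roughly 60 µM downward over six points, against 10 nM purified firefly luciferase using Km concentrations of substrates (10 uM D-luciferin, 10 uM ATP) in Tris acetate pH 7.5 buffer; luminescence output.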
ELG1 genotoxic: inducers of genotoxicity in HEK293T ELG1-luciferase cells | HEK293T ELG1-luciferase reporter, luminescence, 16 h | Potency, µM (series often up to 46 µM), for inactives: at the top dose activity change, positive = activation, most hits filed as activators | hit rate 1.3% among 330,000 | AID 504466; also: % of control where 0% means no effect; nearly all actives have a fitted effect of over 60% in size
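Genotoxicity was scored as increased ELG1-luciferase reporter signal, measured by ONE-Glo luminescence (30 min, room temperature). Compound or vehicle exposure of the HEK293T reporter cells lasted 16 hr at 37°C.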
p53 reactivation: restores transcriptional activity of mutant p53. H1299 p53-A138V BP100-luciferase reporter, luminescence, 24 h. Potency, µM (series often up to 92.2 µM), for the others: at the highest dose activity change, positive = activation, actives largely listed as activators. hit rate 0.063% among 320,000. AID 504706; also: % of control where 0% means no effect; nearly all actives have a fitted effect of over 45% in size
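H1299 (p53-null), stable ts p53-A138V + BP100-Luc; 1000 cells/well, Opti-MEM/10% FBS; cpd 4 pt, 1:5; 24 h, 37 deg C, 5% CO2; detection reagent 10 min RT; luminescence.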
VP16 counter: Gal4-VP16 reporter inhibition counter-screen; hit rate 3.5% among 310,000; Potency, µM (doses to about 53.6 µM), inactives show top-dose activity, negative = inhibition, hits mostly inhibitors; AID 2546; Drosophila S2 Gal4-VP16 UAS-luciferase, luminescence, 20 h;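 also: Gal4-VP16 expression switched on by copper sulfate through the metallothionein promoter; % is scaled to controls: 0 for no effect and ±100 for the full control effect; nearly all actives have a fitted effect of over 50% in size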
CXXC DNA block: MLL CXXC-DNA interaction inhibition. AID 2662. hit rate 0.037% among 290,000. Q03164. Potency, µM (doses to about 115 µM), inactives show at the top dose activity change, negative = inhibition, actives largely listed as inhibitors. MLL-CXXC / FITC-HOXA9 DNA fluorescence polarization; active = well fitted inhibition curve with a large enough effect in the polarisation, with a control signal flat, not every such curve was filed as active; inconclusive = small, poorly fitted or top-dose-only effect, or effect the other way, or a change in a side signal; inactive = no such curve, though single readings can be large or run the other way; the % refers to the polarisation
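Steps: dispense CXXC domain solution (7 uM) → pin compounds or unlabeled HOX-A9 DNA control → 5 min ambient → add FLSN-HOX-A9 solution (50 nM) → spin → 30 min ambient → fluorescence polarization. Tris pH 7.5/NaCl/DTT/BSA buffer.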
uPA surface inh: blocks generation of uPA at the cell surface | cell surface uPA generation assay, qHTS | Potency, µM (top dose mostly 38.3 µM), inactives show top-dose activity change, negative = inhibition, usual class: inhibitors | hit rate 0.31% among 330,000 | AID 540303; active = well fitted inhibition curve with a large enough effect; inconclusive = small, poorly fitted or top-dose-only effect; inactive = no such curve, though single readings can be large or run the other way; tested in mouse RAW 264.7 cells; also: % is scaled to controls: 0 for no effect and ±100 for the full control effect; nearly all actives have a fitted effect of over 55% in size
BRCA1 expr act: increases BRCA1 expression; MCF7-BRCA1-FFLuc reporter, luminescence, 48 h; response scale: scaled: vehicle 0%, 10 µM genistein 100%; Potency, µM (titrated, usually from 46.1 µM), inactives show at the top dose activation, actives largely listed as activators; hit rate 1.1% among 380,000; also: nearly all actives have a fitted effect of over 80% in size; some results filed as inactive show a strong effect at the top dose
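Activators of BRCA1 expression were detected as increased firefly luciferase luminescence in engineered MCF7 cells after 48 h compound incubation. Signals were scaled to genistein 10 microM as full activation.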
NPC1 prom act: activators of NPC1 promoter; Huh7 NPC1 promoter luciferase reporter, 24 h; Potency, µM (titrated, usually from 9.22 µM), for the others: at the top dose activation, actives largely listed as activators; hit rate 2.4% among 320,000;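 also: % of control where 0% means no effect; nearly all actives have a fitted effect of over 60% in size; reporter is driven by a mutant NPC1 promoter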
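Cells: Huh7 expressing luciferase under the NPC1 promoter, 1500/well. Seeded 2 h, compound added, incubated 24 h at 37 °C. Luciferase reagent, 10 min ambient, then luminescence.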
Rab9 prom act: activators of Rab9 promoter; Huh7 Rab9 promoter-luciferase reporter, luminescence, 24 h; AID 485297; hit rate 2.8% among 320,000; Potency, µM (doses to about 9.22 µM), without a hit: at the highest dose activation, negative = inhibition, actives largely listed as activators; also: % of control where 0% means no effect; nearly all actives have a fitted effect of over 60% in size
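Cell-based reporter: Huh7 stable for Rab9 promoter-driven luciferase, plated in reduced-serum medium with 10% FBS at 1500 cells/well, compound-treated 24 h at 37 °C, luminescence read after 10 min reagent.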
RORg inh: blocks mouse ROR gamma transcriptional activity | hit rate 5.4% among 310,000 | Drosophila S2 Gal4-RORgamma UAS-luciferase reporter, 20 h | Potency, µM (doses to about 53.6 µM), for the others: top-dose activity change, negative = inhibition, hits mostly inhibitors | P51450; also: % is scaled to controls: 0 for no effect and ±100 for the full control effect; nearly all actives have a fitted effect of over 60% in size
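ROR gamma transcriptional activity was tracked as Gal4-UAS luciferase output in stably transfected Drosophila Schneider cells, with compound added 1 hr before 700 uM copper sulfate induction and a 20 hr ambient-temperature incubation.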
An asterisk follows results filed as active; ? = inconclusive; / = no result given; & = joins results of further samples; [ ] = another dose, or the depositor's remark. Unless noted, calls follow the shape of the dose curve; as a rule, active = well fitted curve in the direction sought with a large enough effect; inconclusive = small, poorly fitted or top-dose-only effect, or another doubt; inactive = no such curve, though single readings can be large; an effect the other way counts as inactive or inconclusive. Potency is read from the fitted curve at half-maximal effect. The list is partial, so the mix of outcomes need not match the whole.

SMILES	MBNL1-CUG inh	FLuc counter	ELG1 genotoxic	p53 reactivation	VP16 counter	CXXC DNA block	uPA surface inh	BRCA1 expr act	NPC1 prom act	Rab9 prom act	RORg inh
Cc1ccc(CN2C(=O)CCC2C(=O)NCCCN2CCCCC2C)cc1 (stereo not drawn)	-9%	4%	0%	-5%	1%	1%	2%	-3%	-3%	-6%	4%
O=C(N[C@@H](c1ccccc1)[C@@H]1C[C@H]1C(=O)O)OCc1ccccc1	-8%	2%	1%	-7%	5%&6%	5%	-4%	-4%	1%	-6%	-5%&3%
CCc1c(C)c(C#N)c2nc3ccccc3n2c1NC	-5%	-3%	-3%	0%	2%	-7%	0%	-22%	1%	3%	13%
COc1ccc(-c2csc3ncnc(N4CCN(S(=O)(=O)c5ccc(Cl)s5)CC4)c23)cc1	/	0%	-9%	5%	/	/	9%	-61%	-2%	0%	/
COc1ccc(N(CC(=O)NC2CCCC2)C(=O)c2ccc(C)s2)c(OC)c1	4%	-1%	-5%	-5%	3%	-2%	1%	-14%	0%	0%	-29%
COc1ccccc1CNC(=O)CSc1nc2c(oc3ccccc32)c(=O)n1CC1CCCO1 (stereo not drawn)	/	0%	0%	0%	/	/	3%	-12%	-2%	-2%	/
O=C(CCC(=O)N1CCSc2ccccc21)NCc1ccc(Cl)cc1	-4%	13%	0%	/	-8%	/	-11%	-23%	0%	-1%	5%
O=C(CCC1CCCN(C(=O)c2cccc(F)c2)C1)N1CCN(c2ccccn2)CC1 (stereo not drawn)	-7%	5%	-12%	0%	0%	1%	-1%	-26%	-1%	0%	20%
COc1ccc(N2CC(C(=O)N[C@@H](C)C(=O)NC3CCCC3)CC2=O)cc1 (stereo partly drawn)	-8%	-3%	-3%	6%	4%	23%	-6%	-13%	-4%	0%	0%
CCN(CC(=O)Nc1c(F)cccc1F)C(=O)c1cc(S(=O)(=O)N(C)C)ccc1N1CCCC1	/	-2%	-10%	-3%	/	/	-18%	-67%	0%	-3%	/
CC(=O)Nc1ccc(NC(=O)COC(=O)c2cc([N+](=O)[O-])ccc2N2CCOCC2)cc1	?	6%	1%	-9%	1%	18%	-7%	-31%	-2%	2%	-11%
Cc1c(Cl)cccc1NC(=O)NCCCN1CCCC1=O	-4%	-1%	6%	0%	-1%	10%	-4%	7%	-3%	-1%	5%
CCOc1ccc(S(=O)(=O)N2CCC(C(=O)NCc3ccccc3CN3CCCC3)CC2)cc1	/	0%	0%	0%	/	/	1%	-3%	-4%	-1%	/
c1ccc(-c2nnc(N3CCCC3)nc2-c2ccccc2)cc1	?	1%	-5%	-1%	4%	-6%	2%	0%	1%	-9%	13%
Cc1ccc(NC(=O)CCN2CC(C)OC(C)C2)cc1C (stereo not drawn)	-4%	-5%	0%	?	2%	1%	13%	-12%	-5%	-5%	-16%
Cc1cccc(N2CCN(C(=O)CCN3C(=O)C4C5C=CC(C5)C4C3=O)CC2C)c1 (stereo not drawn)	-10%	-1%	-8%	-1%	-3%	-2%	-2%	-2%	-2%	-2%	8%
COc1ccccc1N1CCN(C(=O)C2CCN(C(=O)c3ccccc3Cl)CC2)CC1	-1%	1%	-5%	-4%	-8%	-8%	-3%	1%	-3%	-4%	3%
Cc1ccc2nc3c(cc(C#N)c(=O)n3CC3CCCO3)c(=O)n2c1 (stereo not drawn)	?	0%	2%	-8%	2%	3%	/	/	-1%	1%	-2%
O=C(O)CCCCCNC(=O)C(=O)C1C(=O)Nc2ccccc21 (stereo not drawn)	5%	-2%	0%	?	6%	6%	-4%	-33%	1%	-1%	26%
COc1ccc(S(=O)(=O)N2CCOCC2)cc1C(C)C	-8%	1%	-1%	1%	/	-2%	7%	-20%	-5%	3%	-8%[0.365 µM]
Cc1ccc(-c2c3c(nc4sc(C(N)=O)c(N)c24)CCC3)cc1	20%	17µM*	0%	6%	?	0%	7%	0%	-4%	?	?
Cc1ccc2cccc(NC(=S)NC(=O)c3ccnn3C)c2n1	36%[activator]	-20%	-2%	-2%	?	-3%	3%	-69%	-5%	-5%	?
Cc1cccc(OCCCCc2c(C)n[nH]c2C)c1C	-5%	5%[2.3 µM]	-7%	-11%	?	0%	/	-39%	-5%	-7%	14µM*
O=C(c1ccco1)N1CCN(C(=S)Nc2ccccc2Cl)CC1	-10%	3%	-4%	4%	-4%	19%	-7%	-25%	1%	1%	-2%

Quoted from the results shown (three entries):
SMILES	MBNL1-CUG inh	FLuc counter	ELG1 genotoxic	p53 reactivation	VP16 counter	CXXC DNA block	uPA surface inh	BRCA1 expr act	NPC1 prom act	Rab9 prom act	RORg inh
CCOc1ccc(S(=O)(=O)N2CCC(C(=O)NCc3ccccc3CN3CCCC3)CC2)cc1	/	0%	0%	0%	/	/	1%	-3%	-4%	-1%	/
c1ccc(-c2nnc(N3CCCC3)nc2-c2ccccc2)cc1	?	1%	-5%	-1%	4%	-6%	2%	0%	1%	-9%	13%
Cc1ccc(NC(=O)CCN2CC(C)OC(C)C2)cc1C (stereo not drawn)	-4%	-5%	0%	?	2%	1%	13%	-12%	-5%	-5%	-16%

Gathered by group, the entries above containing fluorine (2)
SMILES	MBNL1-CUG inh	FLuc counter	ELG1 genotoxic	p53 reactivation	VP16 counter	CXXC DNA block	uPA surface inh	BRCA1 expr act	NPC1 prom act	Rab9 prom act	RORg inh
O=C(CCC1CCCN(C(=O)c2cccc(F)c2)C1)N1CCN(c2ccccn2)CC1 (stereo not drawn)	-7%	5%	-12%	0%	0%	1%	-1%	-26%	-1%	0%	20%
CCN(CC(=O)Nc1c(F)cccc1F)C(=O)c1cc(S(=O)(=O)N(C)C)ccc1N1CCCC1	/	-2%	-10%	-3%	/	/	-18%	-67%	0%	-3%	/

(listing goes on)
SMILES	MBNL1-CUG inh	FLuc counter	ELG1 genotoxic	p53 reactivation	VP16 counter	CXXC DNA block	uPA surface inh	BRCA1 expr act	NPC1 prom act	Rab9 prom act	RORg inh
Cc1ccc(S(=O)(=O)Nc2ccc(Cl)cn2)cc1	3%	-2%	3%	/	-1%	-3%	-3%	-9%	4%	7%	-33%[1.91 µM]
N#CC(C#N)=C/C(C#N)=C(/N)N1CCN(c2ccc(Cl)cc2)CC1	?	5%	-3%	-1%	?	7%	/	-62%	-3%	-6%	44%
COCCN(C(=O)Nc1ccccc1)C(C)c1cccnc1 (stereo not drawn)	-2%	3%	4%	?	7%	-3%	-9%	-24%	0%	5%	12%
Cc1c(OC(C)C(=O)N2C[C@H]3C[C@@H](C2)c2cccc(=O)n2C3)ccc2c3c(c(=O)oc12)CCCC3 (stereo partly drawn)	-4%	2%	8%	4%	-1%	-3%	1%	11%	-1%	-2%	30%
Cc1c(NC(=O)C(C)OC(=O)c2cccs2)c(=O)n(-c2ccccc2)n1C (stereo not drawn)	-12%	3%	2%	1%	-1%	-5%	2%	9%	1%	-1%	-4%
FC(F)(F)c1cccc(CNc2ncccc2-c2nc3cc(Cl)ccc3o2)c1	-1%	3%	0%	33%	-2%	-11%	/	-5%	-1%	3%	0%
Cn1c(=O)cc(NCCc2ccccc2)[nH]c1=O	2%	3%	-1%	8%	1%	10%	-8%	-45%	-8%	-9%	-1%
COC(CNC(=O)c1ccc(N2CCc3ccccc32)c([N+](=O)[O-])c1)OC	?	?	-1%	-3%	18µM*	7%	-4%	-20%	-3%	0%	?
COc1cc(/C=C/C(=O)c2ccc3c(c2)OCO3)cc(OC)c1OC	/	/	-13%	-40%[inhibitor]	/	/	?	-78%[inhibitor]	-5%	-29%	/
CCCc1ccc(C(C)NC(=S)NCc2ccc(F)cc2)cc1 (stereo not drawn)	-6%	3%	-20%	-4%	3.2µM*	?	-1%	-37%	0%	3%	0.63µM*
CCC1Oc2ccc(C)cc2N(CC(=O)N(Cc2ccc3c(c2)OCO3)CC2CCCO2)C1=O (stereo not drawn)	-11%	2%[2.3 µM]	-10%	-3%	-1%	-5%	9%	-40%	-3%	-2%	40%
COc1ccc(S(=O)(=O)NCC2CC3C=CC2C3)cc1OC (stereo not drawn)	-9%	4%	3%	25%	-4%	3%	8%	-16%	-4%	6%	10%
